# Compound activity deposited in PubChem by The Scripps Research Institute Molecular Screening Center.
# CHRM1 PAM – potentiates human M1 receptor response to acetylcholine; 360,000 tested, 0.088% active; CHO-K1 hM1, Fluo-8 calcium fluorescence, ACh EC20; 0% = ACh EC20, 100% = maximal ACh; activation, % at 3 µM; AID 588819; in the data active = activation above about 19%, passing the limit was not always enough
# CHRM1 antagonist – blocks human M1 muscarinic receptor. inhibition, % at 3 µM. P11229. CHO-K1 hM1, Fluo-8 calcium fluorescence, ACh EC80 antagonist. 360,000 tested, 1.3% active;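 active = percent inhibition above its own plate's cutoff, namely the mean of that plate's compound wells plus 3 SD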;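 also: peak over basal fluorescence ratio during 140 s after agonist addition; 0% = ACh EC80 plus DMSO and 100% = DMSO alone without agonist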
# CHO-K1 Ca ag – M1 agonist counterscreen hit in parental CHO-K1 cells; Fluo-8 calcium fluorescence; scaled to maximal ATP response, vehicle zero; activation, % at 3 µM; 360,000 tested, 0.48% active; AID 602248; in the data active = activation above about 15%;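 also: untransfected CHO-K1 host cells lacking M1 receptor as counterscreen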
# CHO-K1 Ca antag – M1 antagonist counterscreen hit in parental CHO-K1 cells. 360,000 tested, 0.6% active. inhibition, % at 3 µM. AID 602250. ATP-induced calcium, Fluo-8 fluorescence;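 active = inhibition above a per-plate cutoff, the plate's mean sample inhibition plus 3 SD, cut at about 24% in these data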;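 also: 0% = DMSO plus EC80 ATP and 100% = DMSO alone without ATP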
# OXTR potentiator – potentiators of human oxytocin receptor; P30559; 320,000 tested, 0.061% active; CHO-OTR cells, Fluo-8 calcium fluorescence, potentiator mode; 0% = oxytocin EC15, 100% = EC100; activation, % at 3 µM;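 active = activation above that plate's cutoff, the mean activation of tested compounds plus 3 SD, cut at about 6.6% in these data, passing the limit was not always enough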;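 also: 100% uses oxytocin at 75 nM as the full agonist control; some results filed as inactive read as strong as hits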
# Target sequence (P30559 whole entry, looked up): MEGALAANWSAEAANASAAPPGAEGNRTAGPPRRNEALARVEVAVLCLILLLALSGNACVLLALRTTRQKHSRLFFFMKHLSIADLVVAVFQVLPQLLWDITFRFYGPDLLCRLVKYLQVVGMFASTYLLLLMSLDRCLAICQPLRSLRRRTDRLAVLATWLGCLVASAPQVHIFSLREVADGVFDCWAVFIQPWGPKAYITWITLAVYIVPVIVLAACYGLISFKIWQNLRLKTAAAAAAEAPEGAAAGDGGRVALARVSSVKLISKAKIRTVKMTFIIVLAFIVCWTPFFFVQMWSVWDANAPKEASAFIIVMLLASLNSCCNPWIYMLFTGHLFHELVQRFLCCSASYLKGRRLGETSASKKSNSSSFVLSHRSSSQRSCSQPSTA
#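 Replication – single well per compound, singlicate · Assay system – CHO cell line stably expressing human OTR · Timing – 6 min pre-incubation, 100 s read · Measure – normalized max/min fluorescence ratio, % activation · Doses – 3.0 µM, one dose · Detection – Fluo-8 calcium dye fluorescence · Probe or stimulus – oxytocin near EC15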
# CHO parental Ca – counter-screen for OX1R antagonists: effect in parental CHO cells; inhibition, % at 5.6 µM; parental CHO-K1, ATP-induced calcium, Fluo-8 fluorescence; 330,000 tested, 0.63% active; AID 463079;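 active = inhibition above that plate's mean sample inhibition plus 3 SD, cut at about 26% in these data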;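 also: 0% = ATP-challenged DMSO wells and 100% = DMSO wells without ATP; some compounds past the cut are filed as inactive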
#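 Material: Parental CHO cells | Reagent: ATP | Compound dosing: Single nominal dose of 5.6 µM per compound | Detection: Intracellular calcium via Fluo-8 no-wash fluorescent dye | Read-out: % inhibition of ATP-induced calcium mobilization | Benchmarks: Low control ATP plus DMSO, high control DMSO only | Replicates: Singlicate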
# M1 ag – agonists of human M1 muscarinic receptor; activation, % at 3 µM; CHO-K1 hM1, Fluo-8 calcium fluorescence, agonist mode; 0% DMSO, 100% acetylcholine EC100; 360,000 tested, 0.33% active; AID 588814; P11229;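 active = activation above the run's mean compound activation plus 3 SD, cut at about 16% in these data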;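 also: peak over basal fluorescence ratio within a 140 s kinetic read after compound addition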
# M4 antag – blocks acetylcholine activation of human M4 receptor. P08173. CHO-hM4 cells, ACh EC80, Fluo-8 calcium fluorescence. inhibition, % at 3 µM. 360,000 tested, 0.73% active. AID 624125;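 active = inhibition above its plate's cutoff, the mean inhibition of sample wells plus 3 SD, cut at about 27% in these data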;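 also: 0% = acetylcholine EC80 with DMSO and 100% = DMSO without agonist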
# Target sequence (P08173 whole entry, looked up): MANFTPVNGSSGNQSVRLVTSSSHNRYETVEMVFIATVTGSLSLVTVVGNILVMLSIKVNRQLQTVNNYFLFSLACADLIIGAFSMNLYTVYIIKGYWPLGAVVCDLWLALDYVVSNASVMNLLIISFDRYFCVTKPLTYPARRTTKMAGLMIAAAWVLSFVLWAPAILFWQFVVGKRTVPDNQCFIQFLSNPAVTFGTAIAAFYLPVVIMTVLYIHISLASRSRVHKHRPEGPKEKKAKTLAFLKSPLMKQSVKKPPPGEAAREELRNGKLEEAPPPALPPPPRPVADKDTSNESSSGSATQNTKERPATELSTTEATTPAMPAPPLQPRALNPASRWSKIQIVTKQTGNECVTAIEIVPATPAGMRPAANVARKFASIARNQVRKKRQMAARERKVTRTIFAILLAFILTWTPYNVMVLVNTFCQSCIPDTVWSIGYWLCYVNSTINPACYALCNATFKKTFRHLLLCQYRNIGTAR
# M4 ag – CHRM4 agonism in calcium assay | P08173 | AID 624127 | activation, % at 3 µM | 360,000 tested, 0.14% active | CHO-K1 hM4/Gqi5, Fluo-8 calcium fluorescence; vehicle 0%, full acetylcholine response 100%;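 active = activation above the run mean over all test wells plus 3 SD, cut at about 32% in these data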;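 also: peak over basal fluorescence ratio per well then scaled between controls; 0% = DMSO wells and 100% = acetylcholine at EC100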
# * = called active by the depositor; . = no result given.
SMILES,CHRM1 PAM,CHRM1 antagonist,CHO-K1 Ca ag,CHO-K1 Ca antag,OXTR potentiator,CHO parental Ca,M1 ag,M4 antag,M4 ag
CN1CCN(S(=O)(=O)c2ccc(N3CCN(c4ccccc4O)CC3)c([N+](=O)[O-])c2)CC1,11,-22,0.8,12,.,.,1,-11,7
Cc1occc1C(=O)Nc1ccccc1C(=O)O,4,-3,-0.7,11,-10,7,1,4,0
COCCN(Cc1cccs1)S(=O)(=O)c1ccc(-c2ccc(=O)[nH]n2)s1,0,4,0.9,9,-12,6,0,-4,3
O=C1c2ccccc2S(=O)(=O)N1Cc1c(F)cccc1Cl,12,-16,2.3,-25,-1,-9,-6,-13,6
c1ccc(CCc2nc(-c3ccncc3)no2)cc1,6,-9,0.3,1,-8,4,-1,2,2
Cc1nn(C(C)C(=O)NCC2CCCO2)c(=O)c2c1sc1ccccc12 (stereo unspecified),7,-11,-0.2,-8,-4,-21,-3,-4,-2
COC(=O)C1CCN(S(=O)(=O)CCNC(=O)c2ccc3c(c2)OCO3)CC1,8,-14,-0.2,14,-8,-14,-3,-4,0
CN(Cc1c(F)cccc1Cl)c1ccc(S(=O)(=O)N2CCOCC2)cn1,3,-7,0.3,13,-5,-13,-6,0,0
CN1OC[C@@H]2CN(C(=O)CCc3ccccc3)[C@H](c3cccc(-c4ccc(C#N)cc4)c3)C[C@@H]21,2,-5,2.1,-14,.,.,-6,-5,6
Cc1ccc(-n2c([S-])c(C(=O)Nc3ccc(OC(F)F)cc3)[n+]3ccc(C(=O)NCCO)cc23)cc1C,4,5,0.2,-7,-1,-14,-6,0,1
CC(=O)Nc1nc(Cn2nnc(-c3ccc4c(c3)OCO4)n2)nc(N(C)C)n1,6,-6,-0.1,-10,-18,-12,-1,0,3
Cc1ccc2[nH]c(=O)c(CN(CCCN(C)C)C(=O)Nc3ccc(F)cc3)cc2c1,11,-6,-0.1,-13,1,-1,-4,-11,1
CN(C(=O)CSc1ncnc2ccccc12)C1CCS(=O)(=O)C1 (stereo unspecified),4,-5,0.1,-4,2,-8,-4,4,2
CN(c1ccccc1)S(=O)(=O)c1ccc(-c2ccccc2)cc1,12,-14,0.5,-9,-5,22,0,-4,1
COC(=O)[C@@H]1C[C@@]2(O)[C@H](O)[C@H](O)[C@H](O)C[C@H]2N1CC1CC1,4,10,0.2,10,-5,-1,0,-1,0

# Record cards, from the list above. Order of screens: CHRM1 PAM, CHRM1 antagonist, CHO-K1 Ca ag, CHO-K1 Ca antag, OXTR potentiator, CHO parental Ca, M1 ag, M4 antag, M4 ag
# c1ccc(CCc2nc(-c3ccncc3)no2)cc1 is entered as 6, -9, 0.3, 1, -8, 4, -1, 2, 2
# CN1OC[C@@H]2CN(C(=O)CCc3ccccc3)[C@H](c3cccc(-c4ccc(C#N)cc4)c3)C[C@@H]21 is entered as 2, -5, 2.1, -14, ., ., -6, -5, 6
# O=C1c2ccccc2S(=O)(=O)N1Cc1c(F)cccc1Cl is entered as 12, -16, 2.3, -25, -1, -9, -6, -13, 6
# Cc1nn(C(C)C(=O)NCC2CCCO2)c(=O)c2c1sc1ccccc12 (stereo unspecified) is entered as 7, -11, -0.2, -8, -4, -21, -3, -4, -2
# CN(C(=O)CSc1ncnc2ccccc12)C1CCS(=O)(=O)C1 (stereo unspecified) is entered as 4, -5, 0.1, -4, 2, -8, -4, 4, 2

# Next structures:
SMILES,CHRM1 PAM,CHRM1 antagonist,CHO-K1 Ca ag,CHO-K1 Ca antag,OXTR potentiator,CHO parental Ca,M1 ag,M4 antag,M4 ag
O=C(CCNC(=O)c1ccco1)Nc1ccc(N2CCOCC2)cc1,2,5,0.2,-14,-15,1,-3,6,1
O=C(O)c1ccc(NS(=O)(=O)c2cccc(C(=O)Nc3ccc(Br)cc3)c2)cc1,7,-9,4.9,0,-5,-2,-4,4,1
Cc1nn2c(C(F)(F)F)cc(-c3ccc(Cl)cc3)nc2c1C(=O)N1CCOCC1,7,-3,-0.5,15,-19,-12,-1,-5,1
CCNc1nc(NC(N)=S)nc(NC(C)(C)C)n1,-15,7,0.3,9,2,-18,-14,-5,1
Cc1occc1C(=O)Nc1ccc(Br)cc1F,-3,6,-0.3,1,1,-15,-3,4,0
O=C(COC(=O)/C=C/c1cn(-c2ccccc2)nc1-c1cccnc1)Nc1ccc(Cl)cc1Cl,8,-5,0.1,-4,-1,-12,-6,4,1
CC1CCCCN1S(=O)(=O)c1ccc(S(=O)(=O)N(CC(=O)Nc2ccccc2)Cc2cccs2)cc1 (stereo unspecified),-11,11,0.7,0,-4,-13,-10,1,2
CN1C(=O)CSC1=Nc1cccc(Cl)c1,19,-4,-0.1,-6,9,-7,5,2,0
COc1ccc(C=O)cc1Cn1c(=O)n(CCC(=O)NCc2ccco2)c(=O)c2sccc21,8,-9,1.0,-22,7,-12,-3,2,1
COCCCNS(=O)(=O)c1ccc(S(=O)(=O)N2CCCC2)cc1,3,-13,0.4,-9,-12,-10,-5,-2,1
CC(=O)Nc1ccccc1OCc1cnc(Cl)s1,4,-4,0.4,-8,-5,-15,-3,3,1
COc1ccc(C(=O)NCc2nnc(SCC(=O)Nc3nc4ccc(C)cc4s3)o2)cc1OC,15,-10,0.3,-3,-3,3,0,-5,1
Cc1ccc(S(=O)(=O)NCCn2cnc([N+](=O)[O-])n2)cc1,3,3,0.6,6,-4,6,-2,3,1
CC(C)C(=O)N1CCC(n2nccc2NC(=O)CCOc2ccccc2)CC1,7,-8,1.1,-4,.,.,1,-3,1
Cc1ccc(CNC(=O)C2CCC(CNS(=O)(=O)c3cccc4cccnc34)CC2)cc1 (stereo unspecified),6,-14,1.9,-7,-13,-16,-4,-16,5
CC(C)C(=O)Nc1cccc(C(=O)Nc2ccc(S(=O)(=O)N3CCOCC3)cc2)c1,8,-19,3.2,-15,2,2,-4,-8,5
COC(=O)CSc1nnc([C@H](Cc2ccccc2)NC(=O)OC(C)(C)C)o1,-1,2,1.0,2,-13,-11,-2,-10,3
Cc1ccc(NC(=O)c2ccnc(C(C)(C)C)c2)cc1,4,-8,1.3,-13,-10,-9,-3,-13,3
CCc1nc(N)c(C#N)c(-c2ccc(OC)c(OC)c2)c1C,8,-4,0.9,1,-7,-18,-2,8,-1
COc1cc(C(=O)NCCC(=O)NC(C)CCc2ccccc2)cc(OC)c1OC (stereo unspecified),2,0,0.1,1,-2,2,-2,0,1
CC(C)(C)n1ncc2c(=O)n(Cc3ccc(Cl)cc3Cl)cnc21,4,-5,0.3,6,-22,-15,-3,11,0
O=c1c(N2CCCCC2)coc2ccccc12,5,-5,-0.2,1,-4,12,-7,5,0
Cc1[nH]c2ccccc2c1CCNC(=O)c1c(N)no[n+]1[O-],6,-13,0.9,-16,-24,11,-5,-7,3
CS/C(=N\S(=O)(=O)c1ccccc1)c1ccccc1,-2,4,0.0,1,-5,-8,-4,10,1
CC(C)C(NC(=S)Nc1ccccc1)C(=O)O (stereo unspecified),8,-17,0.2,-9,-7,-2,-5,-5,4
Cc1csc(SCC(=O)NC(=O)NCCC(C)C)n1,11,-16,-0.2,1,3,-19,-5,4,1
CC(=O)C1=C(O)C(=O)N(Cc2ccccc2)C1c1cccc([N+](=O)[O-])c1 (stereo unspecified),3,-5,0.3,-10,-1,-8,-3,4,0
CCOc1ccc(CCNC(=O)CSc2ncn[nH]2)cc1OCC,9,-15,0.5,-4,-1,-10,-3,2,0
CCC(OC(=O)c1cccs1)C(=O)NC1CCCCC1 (stereo unspecified),3,-2,0.0,7,1,-14,0,-1,1
CCOc1ccccc1NC(=O)N1CCCc2ccccc21,4,-6,-0.7,-8,.,.,-5,2,-1
O=C(NC1CCCCC1)C1CCCN(S(=O)(=O)c2ccc(F)cc2)C1 (stereo unspecified),6,-4,0.2,-1,0,-12,-2,-3,2
O=C1CC(c2ccccc2)Sc2nc(-c3ccccc3)c(-c3ccccc3)n21 (stereo unspecified),6,-10,-0.1,-3,2,-13,-4,-12,2
O=C(NCCCn1ccnc1)C(F)(F)C(F)(F)C(=O)NCCCn1ccnc1,1,-2,0.4,-3,-17,4,-3,0,0
CCc1ccc(CN(C)CC(O)COc2cccc3ccccc23)cc1 (stereo unspecified),15,-12,7.7,7,-10,4,-5,-5,6
COc1ccc(CCNS(=O)(=O)c2ccc3c(c2)CCN3C(=O)C2CC2)cc1OC,3,-2,1.4,2,-18,-5,-3,-8,3
O=c1[nH]c(=O)n(C2OC(CO)C(O)C2O)c2c1CCCC2 (stereo unspecified),2,0,0.1,-6,.,.,-3,8,0
Oc1ccc(Cl)cc1/C=N/c1nccs1,6,-10,0.4,-10,-9,8,-4,7,1
c1ccc(C(c2nnnn2C2CCCC2)N2CCCCCC2)nc1 (stereo unspecified),-27,34*,-0.4,19,0,-3,-13,23,-1
CN(C(=O)COc1cc(=O)n(C)c2ccccc12)c1ccc(Br)cc1,5,-9,0.5,-7,4,-17,-5,-3,0
COc1cc(/C=C/C(=O)N2CCN(CC(O)COc3ccccc3)CC2)cc(OC)c1OC (stereo unspecified),-5,15,6.6,13,0,-10,-3,12,1
C/C(=N\N(C)C)C1=C(O)c2ccccc2C1=O,8,-4,3.0,-11,3,-11,-6,6,1
Brc1ccc(-c2nnc3sc(CN4CCC5(CC4)OCCO5)cn23)cc1,0,2,0.3,-3,-5,-8,-3,0,1
CC(C)(C)OC(=O)N1CCC2(CC1)Oc1ccc(F)cc1C(=O)C21CC(c2ccccc2)=NO1 (stereo unspecified),-5,9,1.8,-11,-2,-6,-4,8,2
CC(C)(C)OC(=O)NCCCCCc1nnc(SCc2ccccc2)o1,0,-4,8.2,-14,-17,-17,-1,-4,8
COc1ccc(S(=O)(=O)NCCC(=O)NCc2ccc(F)cc2)cc1,2,1,0.9,-10,-3,-18,-4,-5,0
COC(=O)c1cc2sccc2n1CC(=O)Nc1cccc(SC)c1,0,7,1.6,-20,-8,1,-2,-3,3
CCn1cc(C(=O)NCc2ccc(Cl)cc2)c(=O)c2cc(S(=O)(=O)N(C)C)ccc21,4,-5,0.0,-16,-6,-11,-6,-6,1
COC(=O)CCCNC(=O)c1ccc2oc(CCCc3ccccc3)nc2c1,6,-13,1.6,-14,-2,-19,-5,1,1
COc1ccc(-c2c[n+]3c(n2-c2ccccc2)CCCCC3)cc1,-1,7,0.2,-3,-5,6,-11,2,0
CC1=C(C(=O)N2CCOCC2)CC(CC(=O)NCCN2CCOCC2)C(=O)N1Cc1ccc(F)cc1 (stereo unspecified),10,-12,2.3,-6,.,.,-3,-8,1
N#CCSc1ncnc2sc3c(c12)CCC3,8,-20,0.5,-11,-2,-16,-5,-7,0
O=C(NCCCN1CCOCC1)c1cc(C(=O)C2CC2)c[nH]1,9,-5,0.9,-3,-2,-13,-4,4,1
Cn1c(SCc2ccccc2)nnc1-c1ccc2nonc2c1,6,-8,0.5,-6,-5,-9,-4,3,1
S=C(NCCc1ccccc1)NCC(c1ccco1)N1CCCCC1 (stereo unspecified),5,-3,2.7,-16,-2,-13,-7,10,0
